MPTP inh – blocks calcium-induced mitochondrial swelling; isolated mouse mitochondria, Ca2+ swelling absorbance, 30 min; inhibition, % at 10 µM; actives 1.4% (n = 360,000); AID 602449;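 active = inhibition of 50% or more, scaled per plate between neutral and stimulator controls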;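 note: 0% = DMSO wells given calcium and 100% = 1 mM EGTA wells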
Starred values were filed as active, the others as inactive. A portion of the library; count on the stated rates, not on these rows.

SMILES	MPTP inh
CC(C)n1nnnc1C1c2ccccc2C(=O)N1CCCN1CCOCC1 (stereo unspecified)	-0.5
c1coc(-c2cc3nc(NCc4ccc5c(c4)OCO5)ccn3n2)c1	1.4
Cc1cccc(C)c1NC(=O)CN1CCN(C(=O)CNC(=O)c2ccc(-c3ccccc3)cc2)CC1	1.2
CCCCC(=O)N(C)c1c(C)nc2ccc(C(=O)NCCOc3ccc(OC)cc3)cn12	-2.3
CCOC(=O)CC1c2nc3ccccc3cc2CN1C(=O)OCC (stereo unspecified)	-1.1
COc1ccc(C)cc1Nc1ncnc2c1nnn2Cc1ccccc1Cl	1.3
COc1ccc(Cl)cc1-c1noc([C@@H]2O[C@H](CO)[C@@H](O)[C@H]2O)n1	-0.2
Cc1cccc(C)c1-n1nnnc1C1(C)CCC(=O)N1CC(F)(F)F (stereo unspecified)	1.3
Cc1noc(C)c1S(=O)(=O)NC(=O)C1(C)CCN1C(=O)C1(c2ccc(Cl)cc2)CCC1 (stereo unspecified)	-2.8
CC(C)Nc1nc(NCCOc2ccccc2)c2sccc2n1	5.1
Cc1ccc(N2CCC3CC2c2cc(-c4ccc(C(F)(F)F)cc4)ccc23)cc1 (stereo unspecified)	-0.3
O=C(CSc1nnc(-c2ccncc2)n1C1CC1)c1cccs1	0.4
CCCCOCCCNC(=O)C[C@@H]1C[C@@]2(C(=O)OCC)CCC=C2N(Cc2ccco2)C1=O	-2.0
CN1OC[C@@H]2C(=O)N3CCc4c([nH]c5ccccc45)[C@@H]3C[C@@H]21	-0.9
CCCCCCN1CCN(C2CN(Cc3cn(Cc4cc(C)cc(C)c4)nn3)S(=O)(=O)C2)CC1 (stereo unspecified)	0.6
O=C(Nc1nnc([C@@H]2C[C@H](O)[C@@H](CO)O2)s1)Nc1cccc2c1CCCC2	-0.6
C#CCN(C[C@H]1[C@H](OC(=O)NCCCCCC)[C@H](OC(=O)NCCCCCC)C[C@H]2C(=O)N(c3ccccc3)C(=O)[C@@H]12)S(=O)(=O)c1ccc(C)cc1	-0.7
CC(=O)NC(c1ccc(F)c(F)c1)c1nc(-c2cc3ccccc3o2)cs1 (stereo unspecified)	0.1
COc1ccc(NC(=O)CN2C(=O)C3CC=CCC3C2=O)cc1Cl (stereo unspecified)	-2.0
CCNC(=O)C1CCCN(C(=O)c2ccc3snnc3c2)CC1 (stereo unspecified)	-0.9
CCCCc1ccc(S(=O)(=O)NC(=O)C2(C)CCN2C(=O)CC2CC2)cc1 (stereo unspecified)	-1.7
COC(=O)[C@]12CCCCC=C1N(CCc1ccc(OC)c(OC)c1)C(=O)[C@H](CC(=O)NCCc1ccccc1OC)C2	-0.9
Cc1cccc(C)c1-n1nnnc1C(c1ccnc2ccccc12)N1CCCN(C(=O)OC(C)(C)C)CC1 (stereo unspecified)	-1.4
Cc1cccc(N2CCN(C(C(=O)NCc3ccccc3)c3ccc(C(F)(F)F)cc3)CC2)c1C (stereo unspecified)	2.4
CCCNC(=O)c1cc(C2CCCCN2C(=O)c2ccc(C#N)cc2)on1 (stereo unspecified)	0.1
Cc1[nH]c2ccccc2c1/C=N\NC(=O)c1ccccc1Cl	0.7
CCn1nccc1NC(=O)c1csc([C@@H]2C[C@H](O)[C@@H](CO)O2)n1	0.3
COC(=O)Cc1ccc(OC2(C)CCN(Cc3ccc4c(c3)OCCO4)C2)cc1 (stereo unspecified)	0.0
Cc1nc2ccc(NC(=O)C3(C)CCCN(C(C)C)C3)cc2o1 (stereo unspecified)	-0.9
COc1ccccc1CNC(=O)c1cc(-c2ccc(F)cc2C)n[nH]1	-0.5
CCc1nc2ccc(C(=O)NCCCN3CCCC3=O)cn2c1N(C)Cc1ccc(OC)cc1	-0.3
CC1(C(=O)NS(=O)(=O)c2ccc3c(c2)CCO3)CCN1C(=O)COc1ccc(Cl)cc1 (stereo unspecified)	-0.9
CC(=O)c1cccc(-c2ccnc3c2CC(C(=O)Nc2cccc(NS(C)(=O)=O)c2)O3)c1 (stereo unspecified)	-0.9
Cc1c(C(=O)NCc2ccc(C(F)(F)F)cc2)sc(=O)n1Cc1cccc(F)c1	0.2
CCCNC(=O)C1(C)CCN(Cc2ccc(OC)c3ccccc23)C1 (stereo unspecified)	-1.6
O=C1NC(Cc2ccc(O)cc2)c2nc3ccc(F)cc3c(=O)n2-c2ncccc21 (stereo unspecified)	0.5
O=C(NCc1ccccc1)OC1CC2CC1[C@H]1CCCCN1C2=O (stereo partly specified)	-1.2
Cc1ccc(S(=O)(=O)N2[C@H](CC(=O)c3ccccc3)OC[C@@H]2C(C)C)cc1	0.0
CCCNC(=O)C1(C)CCN(Cc2ccc(C(=O)OCC)cc2)C1 (stereo unspecified)	-0.8
CC(O)(c1cccc(F)c1)c1nc(-c2ccccc2)cs1 (stereo unspecified)	3.4
COC(=O)[C@@]12C[C@@H](CC(=O)NCC3CCCCC3)C(=O)N(CCc3ccc(OC)c(OC)c3)C1=CCC(C)(C)C2	-1.7
CC(NNC(=S)N1CCCCCC1)c1ccc2ccccc2n1 (stereo unspecified)	-1.2
CN(C)CCNC(=O)c1cccc(-c2cnc3c(NC=O)cc(-c4ccc(C(=O)N5CCOCC5)cc4)cn23)c1	-2.8
COc1ccc2nc3n(c(=O)c2c1)-c1ncccc1C(=O)NC3C (stereo unspecified)	0.1
COc1ccc(C(=O)COC(=O)C2COc3ccccc3O2)c(OC)c1 (stereo unspecified)	-0.5
O=C(O)C1CCCCN1c1ccccc1[N+](=O)[O-] (stereo unspecified)	0.9
Cc1ccn2c(-c3csc(Nc4ccc(C(=O)O)cc4)n3)c(C)nc2c1	0.4
COc1ccc(C(=O)N2CCc3ccccc3C2)cc1S(=O)(=O)N1CCCC1	1.8

Compounds shown so far that contain fluorine (8):
SMILES	MPTP inh
Cc1cccc(C)c1-n1nnnc1C1(C)CCC(=O)N1CC(F)(F)F (stereo unspecified)	1.3
Cc1ccc(N2CCC3CC2c2cc(-c4ccc(C(F)(F)F)cc4)ccc23)cc1 (stereo unspecified)	-0.3
CC(=O)NC(c1ccc(F)c(F)c1)c1nc(-c2cc3ccccc3o2)cs1 (stereo unspecified)	0.1
Cc1cccc(N2CCN(C(C(=O)NCc3ccccc3)c3ccc(C(F)(F)F)cc3)CC2)c1C (stereo unspecified)	2.4
COc1ccccc1CNC(=O)c1cc(-c2ccc(F)cc2C)n[nH]1	-0.5
Cc1c(C(=O)NCc2ccc(C(F)(F)F)cc2)sc(=O)n1Cc1cccc(F)c1	0.2
O=C1NC(Cc2ccc(O)cc2)c2nc3ccc(F)cc3c(=O)n2-c2ncccc21 (stereo unspecified)	0.5
CC(O)(c1cccc(F)c1)c1nc(-c2ccccc2)cs1 (stereo unspecified)	3.4

Continuation.
SMILES	MPTP inh
CCCCN1C(=O)C(CC(=O)NCc2cccs2)CC(C(=O)N(C)C)=C1C (stereo unspecified)	0.7
CCCCCNC(=O)C(c1cc2ccccc2o1)n1c(=O)c(-c2ccccc2)nc2ccccc21 (stereo unspecified)	0.4
CC1(C(=O)NS(=O)(=O)c2ccc3c(c2)CCO3)CCN1C(=O)CCC1CCCC1 (stereo unspecified)	-0.3
Cc1cc(C)c2cc(C#N)c(NCCNC(=O)c3ccncc3)nc2c1	-0.7
COC(=O)C[C@@H]1C=C[C@H](NC(=O)Nc2ccc(OC)cc2)[C@@H](CO)O1	1.8
CC(C)(C)CN1C(=O)C(=O)NC[C@@H]1CC1CCCCC1	-0.4
O=C(C[C@H]1C(=O)N(Cc2cccnc2)C[C@@H]1Cc1ccccc1)Nc1ccc(Br)cc1	0.1
S=C1NCc2cncnc2N1	0.6
CCCCCCNC(=O)O[C@H]1Cn2c(=O)ccc(=O)n2[C@@H]2CN(S(=O)(=O)c3ccc(C)cc3)C[C@]12O	1.3
O=[N+]([O-])c1ccc(N2CCN(Cc3ccccc3)CC2)c2c1no[n+]2[O-]	98*
CCNC(=O)C1CCCN(C(=O)c2ccccc2OC(F)(F)F)CC1 (stereo unspecified)	0.6
COC(=O)c1ccc2nc(-c3ccc(Cl)cc3)c(CC3CCCCC3)n2c1	1.0
COc1ccc(C(C)(O)c2nc(-c3cccc(C(=O)O)c3)cs2)cc1 (stereo unspecified)	-0.3
CC(O)(c1ccc(F)c(F)c1)c1nc(-c2ccc3ccccc3c2)cs1 (stereo unspecified)	2.4
O=C1NC(=O)C2C3OC(C(Br)C3Br)C12 (stereo unspecified)	-1.3
COc1ccc([C@H]2N[C@]3(CCCN(Cc4ccc(Cl)cc4)C3=O)[C@H]3C(=O)N(Cc4ccccc4)C(=O)[C@@H]23)cc1	0.1
CC(=O)Nc1ccc(CN(C)c2c(C)nc3ccc(C(=O)N4CCN(c5ccccc5)CC4)cn23)cc1	2.6
CN1CCN(C(=O)c2cc3c(c(-c4cccc(-c5cc6ccccc6o5)c4)n2)[C@@H](CCO)N(S(=O)C(C)(C)C)C3)CC1 (stereo partly specified)	-0.4
Cc1ccc(CN2CCN(C(=O)/C=C/[C@H]3O[C@@H](n4cc(C)c(=O)[nH]c4=O)C[C@@H]3O)CC2)cc1	0.6
Cc1cccc(N(CC(=O)N2CCCC2)S(C)(=O)=O)c1C	-1.0
Cc1ccc([C@H]2N[C@]3(CCCN(Cc4ccc(C(F)(F)F)cc4)C3=O)[C@H]3C(=O)N(C)C(=O)[C@@H]23)cc1	-0.4
COCCNc1nc(Nc2ccc(Cl)cc2F)c2sccc2n1	-1.3
O=C1NN(c2ccccc2)C(=O)C1=Cc1ccccc1	-1.1
COc1ccc(S(=O)(=O)NC(=O)C2(C)CCN2C(=O)c2cccc(F)c2)cc1 (stereo unspecified)	-0.5

Records listed above marked active in MPTP inh:
SMILES	MPTP inh
O=[N+]([O-])c1ccc(N2CCN(Cc3ccccc3)CC2)c2c1no[n+]2[O-]	98*

(listing goes on)
SMILES	MPTP inh
Cc1ccccc1Nc1nc(N)nc(COC(=O)c2nn(C)c(=O)c3ccccc23)n1	-0.3
Cc1cccc(S(=O)(=O)N(C)C[C@H]2OCc3cnnn3CCCC(=O)N([C@@H](C)CO)C[C@H]2C)c1	0.3
COc1cc(/C=N/NC(=O)c2nnn(-c3nonc3N)c2C)ccc1OCc1ccc(Cl)cc1	3.5
CN[C@H](C)C(=O)NC[C@H]1O[C@@H](n2ccc(N)nc2=O)[C@H](O)[C@@H]1O	-0.7
C=C1C(=O)[C@]23C[C@H]1CCC2[C@]1(C)C(=O)CC[C@@](C)(C(=O)O)C1C[C@@H]3O (stereo partly specified)	1.0
Cc1cc(C(=O)N2CCC2(C)C(=O)Nc2cccc3ccccc23)nn1C (stereo unspecified)	1.0
COc1ccc([C@H]2N[C@]3(CCCN(Cc4ccccc4)C3=O)[C@H]3C(=O)N(C)C(=O)[C@@H]23)cc1	-0.1
O=C(c1cccs1)N1C[C@@H](O)[C@H](n2cc(-c3ccc(F)cc3)nn2)C[C@@H]1c1ccc(Cl)cc1	0.3
COc1ccc(S(=O)(=O)N2CCCCC2c2cc(C(=O)NC(C)C)no2)cc1 (stereo unspecified)	0.3
Cc1ccccc1NC(=O)Cc1nc(COC(=O)c2nccnc2N)cs1	-1.1
N#CC(C#N)=NNc1ccc2cn[nH]c2c1	0.6
CC(=O)NCCNC(=O)C1(C)Cc2c(-c3ccc(C(N)=O)cc3)ccnc2O1 (stereo unspecified)	0.4
CCOC(=O)C1=CCN(S(=O)(=O)c2ccc(C)cc2)C1c1cccc(Br)c1 (stereo unspecified)	0.6
Fc1cccc(Cc2c(-c3ccccc3)nc3ccc(Br)cn23)c1	0.6
O=C1NC[C@@H](Cc2ccc(O)cc2)N(CCCCC2CCCCC2)C1=O	0.2
Cc1ccc(NC(=O)CN(C)C(=O)c2cccc(S(=O)(=O)N3CCc4ccccc4C3)c2)cc1	-0.3
COC(=O)C[C@@H]1C[C@H]2c3cc(NS(C)(=O)=O)ccc3O[C@H]2[C@H](CO)O1	-0.3
CC1(C(=O)Nc2ccc3c(c2)OCCO3)CSCC(=O)N1CC(F)(F)F (stereo unspecified)	-1.4
Cn1c(=O)c2c(-c3ccccc3)n(-c3ccccc3)cc2n(C)c1=O	-0.3
CCc1nc2c(OCCOc3ccccc3)cccn2c1N(C)C(=O)c1ccc(OC)cc1	1.6
CC(=O)c1cccc2c1OC(C)C(=O)N2Cc1ccc(Cl)cc1 (stereo unspecified)	-0.5
CCNC(=O)C1CCCN(Cc2ccc(C)c3ccccc23)CC1 (stereo unspecified)	0.1
C[C@H](CO)N1C[C@H](C)[C@@H](CN(C)C(=O)CCCN(C)C)OCc2cn(nn2)CCCC1=O	-1.2
Cc1cc(C)cc(CC(=O)N2CCC2(C)C(=O)NS(=O)(=O)c2cccc(F)c2)c1 (stereo unspecified)	1.2
O=C(O)c1cc2c(ncc3c(=O)n(-c4ccccc4)[nH]c32)s1	-2.9
O=C(c1ccc(N2C(=O)c3ccccc3C2=O)cc1)N1CCN(S(=O)(=O)c2ccccc2F)CC1	-0.6
O=C1NC[C@@H](CCCCN2CCN(CCc3ccc(O)cc3)C(=O)C2=O)N(CCC2CCCCC2)C1=O	-2.4
O=C1OC(O)c2cccc3cccc1c23 (stereo unspecified)	-2.0
CC1Cc2ccccc2N1C(=O)CN1CCN(S(=O)(=O)c2ccc3c(c2)OCCCO3)CC1 (stereo unspecified)	0.1
CCOC(=O)[C@]12CCC=C1N(Cc1ccc(Cl)cc1Cl)C(=O)[C@H](CC(=O)NCCc1ccccc1OC)C2	-0.2
CCOc1ccccc1NC(=O)c1cc2ccccc2o1	-0.2
c1ccc(C[C@H]2CN=C(Nc3ccccc3)N2CC2CCCC2)cc1	0.6
CCOC(=O)[C@]12CCC=C1N(CCC1=CCCCC1)C(=O)[C@H](CC(=O)N1CCCCC1)C2	1.1
COc1ccc(C(O)c2nc(-c3cccc(F)c3)cs2)cc1 (stereo unspecified)	0.7
COc1ccc(CC(N)c2csc(NC(=O)c3cc(C(C)(C)C)oc3C)n2)cc1 (stereo unspecified)	-0.3

Assay outcomes as filed in PubChem.
